MEX-5 binding: C. elegans MEX-5 TCR-2 RNA binding activity | Q9XUB2 | MEX-5/FITC-TCR2 RNA binding, fluorescence polarization; active compounds read low | activity score (negative = inhibition of binding), % at 10 µM | 0.38% of 300,000 active | AID 1832;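 active means inhibition past about -25% in most replicates, and total fluorescence under double the plate's negative control median, limit read from the data; inconclusive means replicates evenly split on the limit, or fluorescence at least double controls; inactive means too little inhibition in most replicates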;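 further: 0% = DMSO and -100% = 5 µM competing unlabeled TCR2 RNA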
Target sequence (Q9XUB2 whole entry, looked up): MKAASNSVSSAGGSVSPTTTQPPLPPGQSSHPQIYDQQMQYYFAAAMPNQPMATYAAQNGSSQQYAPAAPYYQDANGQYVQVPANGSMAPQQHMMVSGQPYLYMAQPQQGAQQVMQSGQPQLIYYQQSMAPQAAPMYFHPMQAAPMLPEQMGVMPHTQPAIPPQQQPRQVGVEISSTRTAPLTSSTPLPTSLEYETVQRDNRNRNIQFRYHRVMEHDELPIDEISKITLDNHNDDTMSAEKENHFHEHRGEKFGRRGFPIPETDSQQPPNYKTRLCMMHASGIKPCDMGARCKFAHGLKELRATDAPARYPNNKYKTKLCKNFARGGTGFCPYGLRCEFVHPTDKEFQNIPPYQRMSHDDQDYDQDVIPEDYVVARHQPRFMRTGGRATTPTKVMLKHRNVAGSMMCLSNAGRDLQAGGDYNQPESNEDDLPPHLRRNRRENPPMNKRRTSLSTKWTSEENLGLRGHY
CIT2 TOR yeast: alters CIT2-GFP fluorescence in TOR pathway yeast screen; S. cerevisiae CIT2-GFP strain, flow cytometry, 3 h; 100 means same as DMSO wells; 0.065% of 320,000 active; GFP response vs DMSO, % at 10 µM;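 active means GFP response relative to DMSO above a set limit, near the screen mean plus 3 SD, cut at about 150% in these data; inconclusive means Fewer than 70 cells measured for a yeast strain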;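 further: ratio of well median GFP fluorescence to mean of DMSO wells on the plate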
GLD-1 RNA inh: GLD-1-TGE RNA interaction inhibition (C. elegans); purified GLD-1 + fluorescein TGE RNA, fluorescence polarization; 0.44% of 320,000 active; inhibition, % at 5.96 µM; Q17339; AID 2280;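 active means percent inhibition above a per-plate cutoff, the plate mean of test compounds plus 3 SD, cut at about 30% in these data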;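 further: 0% = DMSO wells with GLD-1 and probe and 100% = wells lacking GLD-1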
CR mimetic SO: caloric restriction mimetics inhibiting age-related superoxide in yeast | S. cerevisiae aged cells, superoxide DHE fluorescence; active compounds read low | superoxide response (% of plate mean), % at 10 µM | 0.18% of 330,000 active;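 active means superoxide response under a set limit, about three screen SD below normal, cut at about 65% in these data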;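 further: yeast aged for seven days with compound at 30 °C before DHE staining; 100% = average MFI of all compound-treated wells on the plate with controls excluded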
BCLXL inh: Bcl-xL (human) inhibition; Q07817; GST-Bcl-xL / FITC-Bim BH3 peptide fluorescence polarization; inhibition, % at 10.9 µM; 0.7% of 320,000 active; AID 2129;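 active means inhibition above the mean of all tested compounds plus 3 SD, cutoff set per campaign, cut at about 30% in these data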;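 further: 0% = DMSO wells and 100% = unlabeled Bim-BH3 peptide competitor; inhibitors lower millipolarization by displacing the labeled peptide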
GRK2 aptamer HTS: blocks RNA aptamer binding to human GRK2; P25098; bead flow cytometry, FAM-aptamer displacement from GRK2; inhibition of aptamer binding, % at 10 µM; 0.59% of 330,000 active;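 active means inhibition of aptamer binding above 40%, roughly 3 SD of noise, on plates passing a quality check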;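 further: median bead fluorescence of bound FAM aptamer so fluorescent compounds give negative values; no value below 0 was filed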
VLA-4 inh: inhibition in a human VLA-4 binding assay. P13612. VLA-4 expressing cells, ligand binding flow cytometry. inhibition, % (about 7 µM as worked out from the volumes in the protocol). 0.2% of 330,000 active. AID 2557; in the data active means inhibition above about 50%
AGP1 TOR yeast: yeast TOR pathway AGP1-GFP modulation. AID 2066. S. cerevisiae AGP1-GFP multiplex flow cytometry, 3 h; GFP as percent of DMSO wells. GFP response vs DMSO, % at 10 µM. 0.02% of 320,000 active;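 active means GFP response relative to DMSO above a set limit, near screen average plus 3 SD, cut at about 150% in these data; inconclusive means fewer than 70 cells counted for the yeast strain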;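 further: median GFP channel fluorescence of the gated AGP1 strain per well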
MCL1-BIM inh: MCL1-BIM-BH3 interaction inhibition (human). Q07820. GST-MCL1 / FITC-Bim-BH3 fluorescence polarization. inhibition, % at 10.9 µM. 0.68% of 320,000 active;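 active means inhibition above the mean inhibition of all tested compounds plus 3 SD, set per campaign, cut at about 40% in these data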;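 further: 0% = DMSO wells and 100% = unlabeled Bim-BH3 peptide control; higher means more loss of mP so more displacement of Bim peptide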
Target sequence (Q07820 whole entry, looked up): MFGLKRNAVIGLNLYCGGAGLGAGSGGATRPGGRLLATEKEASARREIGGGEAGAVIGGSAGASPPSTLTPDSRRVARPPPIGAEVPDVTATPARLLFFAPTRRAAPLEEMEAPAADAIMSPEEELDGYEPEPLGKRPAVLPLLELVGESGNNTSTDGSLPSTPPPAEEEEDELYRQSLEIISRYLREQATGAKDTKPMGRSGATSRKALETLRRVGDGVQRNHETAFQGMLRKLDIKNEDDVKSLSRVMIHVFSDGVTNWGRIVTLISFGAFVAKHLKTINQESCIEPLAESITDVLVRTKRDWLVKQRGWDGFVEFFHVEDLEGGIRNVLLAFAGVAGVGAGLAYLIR
* = called active by the depositor; u = inconclusive; x = no result given.

A first look (12 entries):
SMILES	MEX-5 binding	CIT2 TOR yeast	GLD-1 RNA inh	CR mimetic SO	BCLXL inh	GRK2 aptamer HTS	VLA-4 inh	AGP1 TOR yeast	MCL1-BIM inh
C=CC1=C(C(=O)O)N2C(=O)[C@@H](NC(=O)/C(=N\OCC(=O)O)c3csc(N)n3)[C@H]2SC1	x	115	8	114	x	66*	32	113	x
Cc1cccc(NC(=O)CN2C(=O)N/C(=C\c3cccn3-c3cccc(C(=O)O)c3)C2=O)c1	1.4	x	-1	101	-8	3	-2	96	-20
COc1ccc2c(c1)C1(Nc3ccccc3-c3nc4ccccc4n31)C(=O)N2 (stereo not given)	-0.2	x	3	104	3	0	0	108	1
Cc1cc(C)n(-c2ccc(C(=O)NCCCN3CCOCC3)cc2)n1	1.1	95	3	98	4	2	-5	101	-1
Cn1c(=O)oc2cc(S(=O)(=O)CCC(=O)NCCc3ccccc3)ccc21	-0.8	104	-8	87	3	0	6	106	-8
O=C(Nc1ccc2oc(-c3ccccc3)nc2c1)c1ccccc1F	-0.1	97	0	99	0	0	0	101	-5
COc1ccc(Br)c(C(=O)NC(C)(C)CO)c1	-1.7	99	3	100	0	1	26	113	6
O=c1[nH]c(/C=C\c2cccc(O)c2)nc(O)c1[N+](=O)[O-]	0.0	97	5	113	7	2	1	72	-2
COc1ccc(O)c(C(=O)c2cnn(C(=O)c3cc(C)oc3C)c2)c1	-1.5	99	-1	95	6	4	10	96	12
O=C(NNC(=O)c1ccncc1)c1ccccc1	0.9	108	1	107	1	0	11	105	-1
O=C(CN1c2ccccc2S(=O)(=O)c2ccccc21)NCc1ccccc1	-2.3	90	2	118	5	3	9	88	4
CC(NC(=O)c1cc2ccccc2o1)c1ccccc1 (stereo not given)	-3.5	89	1	105	2	0	-14	89	-5

This part in full, from the first entry:
SMILES	MEX-5 binding	CIT2 TOR yeast	GLD-1 RNA inh	CR mimetic SO	BCLXL inh	GRK2 aptamer HTS	VLA-4 inh	AGP1 TOR yeast	MCL1-BIM inh
C=CC1=C(C(=O)O)N2C(=O)[C@@H](NC(=O)/C(=N\OCC(=O)O)c3csc(N)n3)[C@H]2SC1	x	115	8	114	x	66*	32	113	x
Cc1cccc(NC(=O)CN2C(=O)N/C(=C\c3cccn3-c3cccc(C(=O)O)c3)C2=O)c1	1.4	x	-1	101	-8	3	-2	96	-20
COc1ccc2c(c1)C1(Nc3ccccc3-c3nc4ccccc4n31)C(=O)N2 (stereo not given)	-0.2	x	3	104	3	0	0	108	1
Cc1cc(C)n(-c2ccc(C(=O)NCCCN3CCOCC3)cc2)n1	1.1	95	3	98	4	2	-5	101	-1
Cn1c(=O)oc2cc(S(=O)(=O)CCC(=O)NCCc3ccccc3)ccc21	-0.8	104	-8	87	3	0	6	106	-8
O=C(Nc1ccc2oc(-c3ccccc3)nc2c1)c1ccccc1F	-0.1	97	0	99	0	0	0	101	-5
COc1ccc(Br)c(C(=O)NC(C)(C)CO)c1	-1.7	99	3	100	0	1	26	113	6
O=c1[nH]c(/C=C\c2cccc(O)c2)nc(O)c1[N+](=O)[O-]	0.0	97	5	113	7	2	1	72	-2
COc1ccc(O)c(C(=O)c2cnn(C(=O)c3cc(C)oc3C)c2)c1	-1.5	99	-1	95	6	4	10	96	12
O=C(NNC(=O)c1ccncc1)c1ccccc1	0.9	108	1	107	1	0	11	105	-1
O=C(CN1c2ccccc2S(=O)(=O)c2ccccc21)NCc1ccccc1	-2.3	90	2	118	5	3	9	88	4
CC(NC(=O)c1cc2ccccc2o1)c1ccccc1 (stereo not given)	-3.5	89	1	105	2	0	-14	89	-5
CC(=O)Nc1sc(C)c(C)c1C(=O)OCC(=O)Nc1cc(S(C)(=O)=O)ccc1Cl	-2.3	99	-1	114	-6	2	-4	104	-12
C=CCSC1=C(C#N)C(c2ccccc2OCC)CC(=O)N1 (stereo not given)	-0.3	96	1	112	0	37	-5	98	8
O=C(N[C@@H](Cc1ccccc1)C(=O)NCCc1c[nH]c2ccccc12)c1ccco1	0.5	100	2	106	5	1	7	99	5
Cc1ccc(N(C(=O)c2snc(C(N)=O)c2N)C(C(=O)NC2CCCC2)c2ccncc2)cc1 (stereo not given)	-2.4	98	-6	96	2	4	12	99	2
COc1ccc(C)cc1NC(=O)C1CCN(S(=O)(=O)c2ccccc2)CC1	-5.2	94	3	73	4	4	-2	93	6
COc1ccc(N(C(=O)c2ccco2)C(C(=O)NC2CCCC2)c2ccco2)cc1OC (stereo not given)	2.1	105	7	104	4	0	6	101	2
Cc1ccc(NC(=S)N(N)CCO)cc1	-1.1	107	2	103	6	0	6	123	4
O=C(Nc1ccccc1)Nc1ccc(C(=O)N2CCOCC2)cc1	0.6	102	5	107	3	6	4	103	4
COCCNC(=O)C1CC(c2ccc([N+](=O)[O-])cc2)=NO1 (stereo not given)	0.5	92	-3	97	-1	0	16	94	8
CC(=O)c1ccc(N2CCN(C(=O)Nc3ccc(Cl)cc3)CC2)cc1	1.2	100	2	95	-1	0	29	86	-3
Cc1ccc(-c2nn(CC(=O)NC(C)c3ccccc3)c(=O)c3ccccc23)cc1 (stereo not given)	2.5	96	-1	105	2	0	8	99	-8
CCCCC1S/C(=N/N=C/c2ccco2)NC1=O (stereo not given)	-4.8	101	3	90	4	1	7	90	9
CC1CCc2nc(NC(=O)c3ccc(N4C(=O)CCC4=O)cc3)sc2C1 (stereo not given)	1.1	109	1	103	4	0	9	103	4
CC(=O)c1c(C)n(-c2ccc(C)cc2)c2ccc(O)cc12	-0.6	102	6	109	7	2	-22	100	0
CCN(CC)C(=O)C1CCCN(Cc2ccc(N(C)C)cc2)C1 (stereo not given)	1.2	116	7	90	5	0	-1	114	10
CCOc1ccc(NC(=S)N2CCN(c3ccc(N4CCOCC4)nn3)CC2)cc1	1.8	104	-2	103	4	0	2	105	12
COCCCNC(=O)CCn1c(=O)c2ccccc2n(CC(=O)NCCc2ccc(OC)c(OC)c2)c1=O	0.4	102	-5	99	5	1	14	104	3
C=C1c2cc(C)ccc2NC(=O)N1c1ccc(C)cc1	2.0	104	-5	91	6	0	2	91	7
O=C(Nc1ccc(Cl)cc1)c1ccc(-n2cccn2)c([N+](=O)[O-])c1	-0.7	100	-4	96	3	0	-4	96	3
CC(O)CNCCCOc1ccc(Cl)cc1C(C)(C)C (stereo not given)	-1.9	101	7	105	-2	0	14	109	-5
O=C(/C=C/c1ccccc1)Nc1ccc(CN2CCOCC2)cc1	2.2	97	1	83	-10	0	6	95	-12
O=C(NCc1ccc2c(c1)OCO2)C1CCCN1C(=O)Nc1ccc(F)cc1 (stereo not given)	-0.6	91	1	88	3	0	-4	95	0
O=C(CN1CCCCC1)N/N=C/c1ccc(Cl)cc1Cl	2.3	103	5	95	0	0	9	99	10
Cc1ccc(/C=N/N2CCN(Cc3ccccc3)CC2)o1	1.7	101	5	104	5	0	12	109	8
CC(=O)c1ccc(N2CCN(C(=O)CCN3C(=S)NC(C)(C)CC3C)CC2)cc1 (stereo not given)	-0.2	109	2	100	3	2	-1	113	8
Cc1ccc(C)n1-c1nnc(N2CCC(C(=O)NCCCN3CCN(C)CC3)CC2)s1	2.4	101	2	103	6	0	6	105	-1
O=C(CCNC(=O)c1ccc(Br)cc1)NCc1cccnc1	-1.4	101	4	116	-1	0	11	99	0
Cn1c(N)c(C(=O)CSc2nnc(N)s2)c(=O)n(C)c1=O	x	109	-1	90	x	0	-2	97	x
Cc1c(C(=O)C(=O)NCc2cccs2)c2ccccc2n1C	-0.6	88	-1	104	3	0	5	93	-1
COc1cccc(/C=C2\SC(=S)N(N3C(=O)CCCC3=O)C2=O)c1	1.8	53	-3	87	0	0	-4	87	1
CC(C)NC(=S)NNc1ncnc2sc3c(c12)CC(C)(C)OC3	-15	90	3	104	-3	1	-2	109	8
Cc1cc(C)c(S(=O)(=O)NCC2CCC(C(=O)NCc3ccc4c(c3)OCO4)CC2)c(C)c1 (stereo not given)	-0.5	105	6	93	4	0	4	101	4
COC(=O)c1c(NC(=O)c2ccoc2C)sc2c1CCC2	-1.1	107	6	103	5	0	-4	101	11
NC(=O)c1oc2ccccc2c1NC(=O)c1ccccc1	-0.4	97	1	104	4	1	5	87	-3
Cc1ccc2nc(N3CCC(C(=O)O)CC3)nc(-c3ccccc3)c2c1	-9.7	94	0	105	9	0	10	94	5
CC1CCCC(NC(=S)Nc2ccc(SC(F)F)cc2)C1C (stereo not given)	3.0	91	9	109	0	0	19	97	2
O=C(NCCC1=CCCCC1)C1CCCN(S(=O)(=O)c2cccnc2)C1 (stereo not given)	-0.4	108	-4	97	0	0	15	103	4
O=S1(=O)C[C@H]2NC(=S)N(c3ccccc3)[C@H]2C1	0.6	101	4	91	1	0	2	104	13
CCOc1ccc(CN(CCO)CCO)cc1C(=O)OC	1.2	107	-1	105	1	1	-4	114	2
O=C(CC1S/C(=N/N=C/C=C/c2ccccc2)NC1=O)Nc1ccc(C(=O)O)cc1 (stereo not given)	-3.7	105	7	94	4	2	12	101	7
COC(=O)c1sc(NC(=O)c2c(F)cccc2F)c(C#N)c1C	-1.4	98	2	104	1	0	4	107	-6
O=C(CSc1oc(-c2ccco2)nc1S(=O)(=O)c1ccccc1)NCC1CCCO1 (stereo not given)	-1.6	99	6	99	3	3	8	101	8
COc1ccc(OC)c(NC(=O)CSc2nnc(C3CCCCC3)o2)c1	0.7	93	9	93	2	0	2	96	-4
CC(C)(C)c1ccc(C(=O)O/N=C(\N)c2ccccc2)cc1	0.1	104	-5	109	-10	0	1	64	-8
COc1ccc(N=C2S/C(=C\c3ccc(Cl)c([N+](=O)[O-])c3)C(=O)N2CCN(C)C)cc1	0.7	108	1	100	3	0	30	101	1
Cc1cccc(C(=O)OCC(=O)N2CCCC2=O)c1[N+](=O)[O-]	1.5	95	2	96	1	2	-3	100	0
CCCn1c(=O)c(C(=O)NNS(=O)(=O)c2ccc(Cl)cc2)c(O)c2ccccc21	x	102	3	109	5	1	7	104	8
COc1ccc(S(=O)(=O)NCCc2c[nH]c3ccccc23)cc1OC	1.0	116	3	99	4	0	6	110	5
O=c1ccc(N=Nc2ccccc2)ccc1O	-4.9	99	1	102	4	6	-7	73	9
Cc1ccc(S(=O)(=O)NCC(=O)Nc2ccc(C(F)(F)F)cc2)cc1	-1.2	u	-3	111	0	2	0	x	4

Source: PubChem BioAssay
